FLuc modulator: counter-screen for miR-21 project: firefly luciferase inhibitors or activators; purified FLuc, Km substrates, luminescence inhibition; Potency, µM (doses to about 57.5 µM), for the others: at the top dose activity change, negative = inhibition, most hits filed as inhibitors; 6.9% of 360,000 active; AID 588342;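 also: potency is read from the fitted curve at half-maximal effect; plate controls were vehicle for no effect and reference inhibitor for full effect; nearly all actives have a fitted effect of over 55% in size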
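Biochemical qHTS of compounds, final roughly 60 µM downward over six points, against 10 nM purified firefly luciferase using Km concentrations of substrates (10 uM D-luciferin, 10 uM ATP) in Tris acetate pH 7.5 buffer; luminescence output.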
ELG1 DNA repair: blocks ELG1-dependent DNA repair in HEK293T cells; HEK293T ELG1-luciferase reporter, luminescence, 16 h; DNA damage induced by 5-fluorouridine; 2.3% of 330,000 active; Potency, µM (top dose mostly 46.1 µM), inactives show at the highest dose activity change, negative = inhibition, actives largely listed as inhibitors; AID 504467; also: potency is read from the fitted curve at half-maximal effect; % is scaled to controls: 0 for no effect and ±100 for the full control effect; nearly all actives have a fitted effect of over 55% in size
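Reporter activity after DNA damage by 5-fluorouridine is monitored. Compound-treated cells incubate 16 hr at 37 °C, then ONE-Glo is added for 30 min before luminescence reading.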
MBNL1 CUG block: MBNL1-poly(CUG) RNA binding inhibition; Q9NR56; TR-FRET MBNL1-His/biotin-(CUG)12 binding, 665/545 ratio; Potency, µM (series often up to 57.5 µM), for inactives: top-dose activity change, negative = inhibition, most hits filed as inhibitors; 0.036% of 280,000 active; AID 2675; active = well fitted inhibition curve with a large enough effect in the signal ratio, with a control signal flat, not every such curve was filed as active; inconclusive = small, poorly fitted or top-dose-only effect, or effect the other way, or a change in a side signal; inactive = no such curve, though single readings can be large or run the other way; the % refers to the signal ratio; also: potency is read from the fitted curve at half-maximal effect; % is scaled to controls: 0 for no effect and ±100 for the full control effect
Target sequence (Q9NR56 whole entry, looked up): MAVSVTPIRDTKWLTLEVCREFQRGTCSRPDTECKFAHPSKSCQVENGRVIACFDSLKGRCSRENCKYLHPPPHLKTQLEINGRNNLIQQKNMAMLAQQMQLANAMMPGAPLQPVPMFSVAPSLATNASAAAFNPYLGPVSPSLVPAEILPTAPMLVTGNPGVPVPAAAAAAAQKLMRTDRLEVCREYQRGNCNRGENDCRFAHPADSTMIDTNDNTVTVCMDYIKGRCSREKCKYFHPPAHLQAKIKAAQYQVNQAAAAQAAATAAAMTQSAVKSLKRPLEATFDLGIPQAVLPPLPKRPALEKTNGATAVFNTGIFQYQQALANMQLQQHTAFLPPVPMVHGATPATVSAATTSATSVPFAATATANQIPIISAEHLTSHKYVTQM
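Compounds (final 92 nM to 58 uM) are added to His-tagged MBNL1 and biotin-(CUG)12, then terbium anti-His antibody and streptavidin-XL665 (5 nM final). After 60 min at room temperature, the 665/545 nm ratio is read.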
Rab9 promoter act: activators of Rab9 promoter; Huh7 Rab9 promoter-luciferase reporter, luminescence, 24 h; Potency, µM (highest dose often 9.22 µM), inactives show at the top dose activation, negative = inhibition, actives largely listed as activators; 2.8% of 320,000 active; also: potency is read from the fitted curve at half-maximal effect; % of control where 0% means no effect; nearly all actives have a fitted effect of over 60% in size
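Promoter activation is measured as luciferase luminescence in Huh7 cells stably transfected with a Rab9 promoter–luciferase construct, following 24 h compound exposure at 37 °C and 10 min reagent incubation at ambient temperature.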
RORgamma inh: ROR gamma (mouse) transcription inhibition; P51450; Potency, µM (top dose mostly 53.6 µM), inactives show at the highest dose activity change, negative = inhibition, hits mostly inhibitors; Drosophila S2 Gal4-RORgamma UAS-luciferase reporter, 20 h; 5.4% of 310,000 active; also: potency is read from the fitted curve at half-maximal effect; % is scaled to controls: 0 for no effect and ±100 for the full control effect; nearly all actives have a fitted effect of over 60% in size
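Luminescence from a UAS-regulated Photinus luciferase reporter in stably transfected Drosophila Schneider cells is measured; decreased signal marks ROR gamma inhibition. Fusion expression is induced by 700 uM copper sulfate for 20 hr.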
KCNH2 3.1 block: inhibitors of human KCNH2 3.1 potassium channel isoform. U2OS KCNH2 3.1, thallium flux FluxOr; active compounds read low. activity change, % (tested at about 1.8 µM). AID 720553. 0.95% of 340,000 active;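 active = maximum activity change below -70%; inconclusive = maximum activity change from -70% to -50%; inactive = maximum activity change above -50%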;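 also: thallium influx rate constant from kinetic fluorescence after stimulation buffer; % is scaled to controls: 0 for no effect and ±100 for the full control effect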
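Measured as rate of thallium-driven FluxOr signal in transduced U2OS cells carrying the 3.1 channel, read kinetically for 2 min upon stimulation; values are rate constants scaled to DMSO control wells.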
VP16 counter: Gal4-VP16 reporter inhibition counter-screen; Drosophila S2 Gal4-VP16 UAS-luciferase, luminescence, 20 h; 3.5% of 310,000 active; AID 2546; Potency, µM (highest dose often 53.6 µM), without a hit: at the top dose activity, negative = inhibition, hits mostly inhibitors;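 also: Gal4-VP16 expression switched on by copper sulfate through the metallothionein promoter; potency is read from the fitted curve at half-maximal effect; % is scaled to controls: 0 for no effect and ±100 for the full control effect; nearly all actives have a fitted effect of over 50% in size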
Menin MLL FP TR: menin-MLL binding inhibition, Texas Red mutant peptide; Menin + Texas Red MLL mutant peptide, fluorescence polarization; Potency, µM (series often up to 61.6 µM), for the others: top-dose FP activity change, negative = inhibition, usual class: inhibitors; 0.23% of 270,000 active; active = well fitted inhibition curve with a large enough effect in the polarisation, with a control signal flat, not every such curve was filed as active; inconclusive = small, poorly fitted or top-dose-only effect, or effect the other way, or a change in a side signal; inactive = no such curve, though single readings can be large or run the other way; the % refers to the polarisation; also: potency is read from the fitted curve at half-maximal effect; % of control where 0% means no effect; many of its hits are not listed in these tables
NPC1 prom act: NPC1 promoter activation; 2.4% of 320,000 active; Potency, µM (series often up to 9.22 µM), without a hit: at the highest dose activation, hits mostly activators; Huh7 NPC1 promoter luciferase reporter, 24 h;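 also: potency is read from the fitted curve at half-maximal effect; % of control where 0% means no effect; nearly all actives have a fitted effect of over 60% in size; reporter is driven by a mutant NPC1 promoter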
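Stably transfected Huh7 (NPC1 promoter→luciferase), 1500 cells/well in Opti-MEM + 10% FBS, 2 h settle, then compound 24 h at 37 °C. Luminescence after 10 min with Amplite reagent.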
PKM2 activator: increases activity of human pyruvate kinase M2. AID 1631. 0.34% of 260,000 active. P14618. Potency, µM (top dose mostly 57.5 µM), without a hit: top-dose activation, most hits filed as activators. purified PKM2, Kinase-Glo ATP luminescence, activation; response scale: 0% is enzyme alone, no compound; also: potency is read from the fitted curve at half-maximal effect; % is scaled to controls: 0 for no effect and ±100 for the full control effect; nearly all actives have a fitted effect of over 55% in size
Target sequence (P14618 whole entry, looked up): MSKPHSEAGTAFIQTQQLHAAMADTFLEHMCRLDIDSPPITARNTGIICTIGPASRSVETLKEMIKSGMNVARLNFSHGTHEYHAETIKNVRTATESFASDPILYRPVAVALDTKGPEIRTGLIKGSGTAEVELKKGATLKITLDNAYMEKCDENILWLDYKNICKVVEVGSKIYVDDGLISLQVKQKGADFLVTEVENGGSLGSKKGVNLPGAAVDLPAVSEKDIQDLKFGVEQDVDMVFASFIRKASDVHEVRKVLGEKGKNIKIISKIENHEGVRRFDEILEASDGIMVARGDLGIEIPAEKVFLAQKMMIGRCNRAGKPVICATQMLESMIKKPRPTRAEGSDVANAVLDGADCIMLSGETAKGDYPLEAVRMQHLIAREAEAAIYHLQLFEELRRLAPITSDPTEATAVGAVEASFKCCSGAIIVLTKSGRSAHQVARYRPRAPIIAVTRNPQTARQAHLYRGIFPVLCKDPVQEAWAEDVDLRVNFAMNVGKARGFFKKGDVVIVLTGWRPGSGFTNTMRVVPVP
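hPK-M2, >95% pure; 0.1 mM ADP / 0.5 mM PEP final; imidazole pH7.2 buffer w/ 7 mM MgCl2, 50 mM KCl; 1 h RT; Kinase-Glo lum. Intermediate enzyme activity for dual inhibitor/activator qHTS.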
Mito fusion act: inhibitors of mitochondrial division or activators of mitochondrial fusion | S. cerevisiae fusion-defective mutant growth rescue, CellTiterGlo 48 h | Potency, µM (highest dose often 46.1 µM), inactives show at the top dose growth rescue (activation), most hits filed as activators | 0.23% of 320,000 active | AID 485298;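 also: potency is read from the fitted curve at half-maximal effect; % of control where 0% means no effect; nearly all actives have a fitted effect of over 45% in size; temperature-sensitive fusion mutants such as fzo1-1 at 37 °C on non-fermentable ethanol glycerol medium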
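S. cerevisiae fusion-defective temperature-sensitive mutants (e.g. fzo1-1, mgm1-5) grown 48 h at 37C in YPEG (ethanol/glycerol non-fermentable) medium with 23 nl compound per well; growth rescue read as CellTiterGlo luminescence.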
Numbers without * were called inactive; ? = inconclusive; . = not tested or not shown; & = joins results of further samples; [ ] = remark or other dose. Unless noted, calls follow the shape of the dose curve; as a rule, active = well fitted curve in the direction sought with a large enough effect; inconclusive = small, poorly fitted or top-dose-only effect, or another doubt; inactive = no such curve, though single readings can be large; an effect the other way counts as inactive or inconclusive. Some of the compounds tested, so the mix of outcomes need not match the whole.

Results follow in this order: FLuc modulator, ELG1 DNA repair, MBNL1 CUG block, Rab9 promoter act, RORgamma inh, KCNH2 3.1 block, VP16 counter, Menin MLL FP TR, NPC1 prom act, PKM2 activator, Mito fusion act
CSc1nnc(-c2sc(-c3ccccc3)nc2C)n1C
 : 0%, ?, 27%, 14%, -1%, -3, -13%, -21%, 3%, -7%, 1%
N#Cc1ccc2c(c1)C[C@]1(c3ccsc3)OC3=C(C(=O)OC4(CCCCC4)C3)C2O1
 : ?, ., 6%[11.5 µM], -8%[1.84 µM], -15%[10 µM], ., -8%[10 µM], 5%[11.7 µM], -1%[1.84 µM], 1%[11.5 µM], 2%[9.22 µM]
O=C(NCCC1=CCCCC1)C1CCN(S(=O)(=O)N2CCCC2)CC1
 : -2%, -4%, 6%, -7%, -1%, -31, ?, -6%, -4%, 0%, 1%
COc1cc(C(C)=O)ccc1OCCCOc1cccc2cccnc12
 : ?, 8%, 11%, 6%, ?, -15, 17%, ?, 11%, 12%[11.5 µM], 3%
O=c1cc(-c2ccc(O)cc2)oc2c(C3OCC(O)C(O)C3O)c(O)c(C3OC(CO)C(O)C(O)C3O)c(O)c12 (stereo not given)
 : -8%, -1%, 2%, -1%, -19%, 11, -8%, ., 2%, 5%, -12%
COc1cc(/C=C2\SC(=S)N(NC(=O)c3cccc(O)c3)C2=O)ccc1O
 : 11µM*, -2%, ?, 20%, -20%, 21, -11%, ?, 3%, ., -13%
C/C(CCC(=O)OC[C@H]1O[C@H](C#Cc2ccccc2)C=C[C@@H]1Oc1ccc(C)cc1)=N\OC[C@@H](O)[C@H]1O[C@@H]2OC(C)(C)O[C@@H]2[C@H]1O
 : -1%, 1%, 7%, 1%, ?, ., ?, -8%, 1%, 5%, 0%
O=c1c2[nH]c3ccccc3c2ncn1CCCn1ccnc1
 : -1%, -2%, -4%, -2%, -26%, -9, -1%, 1%, -3%, 6%, 2%
Cc1csc2nc(CSc3nc4ccccc4o3)cn12
 : 21µM*, ?, -7%, ?, -2%, -17, 0%, -11%, 4µM*, -12%, -3%
CCOC(=O)N1CCN(C(=O)CSc2nc(=O)n3ccccc3n2)CC1
 : 5%, 20%, ., 0%, ., -6, ., ., 0%, ., 2%
Cc1cc(NC(=O)CCC(=O)N(c2ccc(F)cc2)C(C(=O)NC2CCCC2)c2cccnc2)no1 (stereo not given)
 : 1%, -6%, -1%, 6%, -17%, -2, -11%, ., 0%, ., 0%
CCOc1ccc(/C(=N\O)C(C)NO)cc1 (stereo not given)
 : -1%, ?, 2%, 6%, ?, -2, 21%, 2%, 8%, -1%, -6%
COc1ccccc1/C=N/NC(=O)c1cccc2ccccc12
 : -2%, 13%, -4%, -3%, -40%[1.91 µM], -14, 7%, -7%, -1%, 1%, 1%
NC(=O)C1CCCN1S(=O)(=O)c1ccc2ccccc2c1 (stereo not given)
 : -1%, 16%, 5%, 13%, -6%, 5, -1%, ., -2%, 1%, -1%
COCCCNC(=O)c1ccc2c(=O)n(Cc3ccc(OC)cc3)c(=O)[nH]c2c1
 : 2%&7%, ?, -2%, -2%, 4%, -2, -4%, 8%, -7%, 27%, 0%
CC(C)CCn1c(=O)c2ccccc2n2c(CN3C(=O)NC4(CCC(C)CC4)C3=O)nnc12 (stereo not given)
 : 1%, ?, 2%, 2%, 16%, -1, -10%, -4%, 5%, -10%, 0%
COc1ccccc1/C=C(/C(=O)NCCCn1ccnc1)c1ccccc1
 : -2%, -26%, 9%, -3%, 5%, -2, -3%, -7%, -8%, -1%, 0%
COc1ccccc1C1C(C(N)=O)=C(C)Nc2nc(CCCO)nn21 (stereo not given)
 : 1%, 12%, 2%, -3%[1.84 µM], -14%, ?, -7%, -5%, 1%, ., 9%
CCN(C(=O)Cn1c(=O)oc2ccccc21)c1cccc(C)c1
 : 1%, -4%, -20%, -5%, -16%, -8, -26%, ?, -2%, ., 7%
CC(=O)Nc1c(NC(=O)CC#N)[nH]c2c(c1=O)c(=O)n(C)c(=O)n2C
 : -1%, -23%, -16%, -12%, -3%, 15, -9%, -3%, -8%, 3%, -6%
CCOC(=O)N1CCN(C(=O)C2CCN(S(=O)(=O)c3cc(Cl)ccc3OCC)CC2)CC1
 : 3%, -16%, -7%, 3%, ?, -1, -26%, -1%, 0%, -2%, -1%
CNc1ccccc1C(=O)OC(C)C(=O)Nc1ccc(Cl)cn1 (stereo not given)
 : 1%, ?, 0%, -20%, 21%, -9, -11%, 46%[activator], -15%, 0%, 3%
COc1ccccc1C(=O)NC(=O)COC(=O)CNC(=O)c1ccc(Cl)c([N+](=O)[O-])c1
 : 0%, 7%, ., 1%, ., -7, ., ., 7%, ., 3%
Nc1ccc2c(c1)C/C(=C/c1ccco1)C2=O
 : 0.6µM*, ?, ?, 2µM*, -29%, -3, ?, ?, 2.8µM*, 10%, 1%
O=C1CCC(C(=O)N2CCCCO2)CN1Cc1cccc(F)c1 (stereo not given)
 : -2%, ?, -12%, -4%, 13%, 8, -17%, 13%, 4%, ., -9%
Cc1ccc(O)c(NC(=O)C2CC(c3c(F)cccc3Cl)=NO2)c1 (stereo not given)
 : -6%, 16%, -1%, 1%, 2%, -4, -2%, 20%, 2%, -8%, -31%[inhibitor]
CCOC(=O)c1cnc(=O)[nH]c1C
 : 0%, 1%, 7%, 6%, -28%, -1, -5%, 6%, 3%, 1%, 5%
Cc1ccc(NC(=O)CSc2ccc(-c3cccnc3)nn2)c(C)c1
 : 4%, 4%, -4%, 15%, -10%, -7, -8%, 2%, 0%, -1%, 4%
COc1ccccc1CNC(=O)CN1C(=O)NC(C)(c2ccc(C)cc2)C1=O (stereo not given)
 : -1%, 0%, -1%, -2%, 32%, 1, 2%, 3%, -1%, 2%, -3%
O=C(Nc1cccc2c1CCCC2)c1cc([N+](=O)[O-])ccc1Cl
 : 0%, ?, ?, -10%, -33%, -2, 4%, 11%, -8%, 0%, -2%
COCCNC(=O)c1ccc2c3n(nc2c1)-c1ccc(Cl)cc1CO3
 : 8.5µM*, ?, ?, 3.5µM*, -38%, 0, -29%, ., 1.4µM*, -8%, 31%
O=C(N=Nc1c(O)[nH]c2ccccc12)c1cc(NS(=O)(=O)c2cccs2)cc(NS(=O)(=O)c2cccs2)c1
 : 1%, 0%, ., -2%, 1%, 15, ?, ?, -3%, 1%, -8%
Cc1ccc(S(=O)(=O)c2nc(S(C)(=O)=O)sc2N2CCC3(CC2)OCCO3)cc1
 : 0%, -3%, 0%, 0%, 16%, 6, -4%, 1%, 0%, 3%, 1%
C/C(=N\NC(=O)c1ccc(CN2CCOCC2)cc1)c1ccc(NC(=O)c2ccccc2)cc1
 : ?, ?, ., ?, ?, 4, 1%, -21%, ?, -11%, 0%
CN(C)S(=O)(=O)c1ccc2nnn(O)c2c1
 : 5%, 3%, 9%, 5%, 0%, 21, 3%, -7%, -1%, 2%, 2%

Part of the list above in order of molar mass, rising:
Results follow in this order: FLuc modulator, ELG1 DNA repair, MBNL1 CUG block, Rab9 promoter act, RORgamma inh, KCNH2 3.1 block, VP16 counter, Menin MLL FP TR, NPC1 prom act, PKM2 activator, Mito fusion act
Cc1ccc(O)c(NC(=O)C2CC(c3c(F)cccc3Cl)=NO2)c1 (stereo not given)
 : -6%, 16%, -1%, 1%, 2%, -4, -2%, 20%, 2%, -8%, -31%[inhibitor]
Cc1ccc(NC(=O)CSc2ccc(-c3cccnc3)nn2)c(C)c1
 : 4%, 4%, -4%, 15%, -10%, -7, -8%, 2%, 0%, -1%, 4%
COc1ccccc1/C=C(/C(=O)NCCCn1ccnc1)c1ccccc1
 : -2%, -26%, 9%, -3%, 5%, -2, -3%, -7%, -8%, -1%, 0%
CCOC(=O)N1CCN(C(=O)C2CCN(S(=O)(=O)c3cc(Cl)ccc3OCC)CC2)CC1
 : 3%, -16%, -7%, 3%, ?, -1, -26%, -1%, 0%, -2%, -1%

Screening data (PubChem)
